High-throughput results deposited in PubChem by National Center for Advancing Translational Sciences (NCATS).
ALOX12 inh – inhibitors of human 12S-lipoxygenase ALOX12 | purified 12hLO, xylenol orange hydroperoxide absorbance | Potency, µM (top dose mostly 108 µM), inactives show at the top dose activity change, negative = inhibition, most hits filed as inhibitors | 1.1% of 580,000 active | P18054 | AID 1671190; active = well fitted inhibition curve with a large enough effect; inconclusive = small, poorly fitted or top-dose-only effect, or another doubt; inactive = no such curve, though single readings can be large or run the other way
Target sequence (P18054 whole entry, looked up): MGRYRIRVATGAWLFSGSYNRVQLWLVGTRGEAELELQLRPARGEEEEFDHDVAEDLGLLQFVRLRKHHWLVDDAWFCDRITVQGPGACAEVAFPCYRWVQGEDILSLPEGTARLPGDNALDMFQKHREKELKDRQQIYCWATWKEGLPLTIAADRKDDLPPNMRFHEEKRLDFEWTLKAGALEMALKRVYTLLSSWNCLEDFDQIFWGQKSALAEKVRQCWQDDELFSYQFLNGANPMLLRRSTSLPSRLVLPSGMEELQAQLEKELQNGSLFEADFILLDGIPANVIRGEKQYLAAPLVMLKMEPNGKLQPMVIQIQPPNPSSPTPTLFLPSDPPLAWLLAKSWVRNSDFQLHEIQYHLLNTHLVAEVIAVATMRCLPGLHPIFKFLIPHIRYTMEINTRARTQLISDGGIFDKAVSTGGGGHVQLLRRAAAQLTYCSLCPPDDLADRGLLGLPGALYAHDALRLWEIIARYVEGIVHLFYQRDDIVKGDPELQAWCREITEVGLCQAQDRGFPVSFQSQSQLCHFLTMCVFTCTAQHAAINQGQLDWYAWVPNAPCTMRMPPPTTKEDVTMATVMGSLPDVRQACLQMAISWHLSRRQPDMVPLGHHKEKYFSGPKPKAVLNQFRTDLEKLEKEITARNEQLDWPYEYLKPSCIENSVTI
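Purified human 12hLO (150 nM final) in 25 mM Hepes, 0.01% Triton X-100, pH 7.0 was preincubated 15 min at room temperature with compound. Then 40 uM arachidonic acid was added, 30 min. Hydroperoxide was read by Fe-XO absorbance ratio 573/405 nm.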
Starred values were filed as active, the others as inactive; ? = inconclusive; [ ] = another dose, or the depositor's remark. % is set by controls: 0 for no effect and ±100 for the full control effect; potency is the fitted concentration of half-maximal effect.

SMILES | ALOX12 inh
O=C1[C@H]2CN(Cc3cc(Cl)ccc3F)C[C@H]2C(=O)N1CCc1ccccc1 | ?
COc1cc(F)ccc1-c1ccc2c(n1)c(=O)ncn2CCC(F)(F)F | 4%[176 µM]
Nc1nc(C2CC(NC(=O)Cc3csc(-c4ccccc4)n3)C2)cc(=O)[nH]1 (stereo unspecified) | 38%[activator]
COc1ccc(CCNC(=O)CCCN2C(=O)COc3ccc(C(C)=O)cc32)cc1OC | 6%
COC[C@@H]1CN(Cc2cc(C)nn2C)C[C@H]1c1nc(C2CC2)no1 | 3%
Cc1cc(C)cc(C(=O)N2CCCC3(C2)NC(=O)N(Cc2ccc(Cl)cc2)C3=O)c1 (stereo unspecified) | -22%
c1coc(-c2nc3nccc(-c4cc5ccccc5o4)n3n2)c1 | ?
O=C(NCCc1csc(-c2cccnc2)n1)C1CC2(CCNCC2)CN1 (stereo unspecified) | 48%[activator]
O=C1OCC2=C1C(c1ccccc1)NC(=O)N2CC(=O)N1CCCCC1 (stereo unspecified) | 0%
COc1ccc(C(=O)N2CCn3c(nn(-c4ccc(F)cc4F)c3=O)C2)cc1 | 28%
CCN(CC)C(=O)C[C@@H]1CCNC[C@@H]1Cc1cc(-c2ccccn2)on1 | -7%[176 µM]
COCCN(CCOC)C(=O)[C@@H](Cc1ccccc1)NC(=O)[C@H]1O[C@@H](n2ccc(N)nc2=O)[C@H](O)[C@@H]1O | 5%
COc1ccc(-n2c(CCN)n[nH]c2=O)cc1OC | 36%[activator]
O=C(Cn1cccc1-c1nc(-c2ccc(F)cc2)no1)NC1CCCC1 | -9%
COCC(=O)NC1CCC12CCN(C(=O)c1ccc(C#N)cc1)CC2 (stereo unspecified) | 74%[activator]
O=C(c1nccc2ccccc12)N1C[C@@H](CO)[C@H](c2ccccn2)C1 | 33%[activator]
c1ccc2c(c1)CCN2C1CN(CC2CCCCC2)C1 | 1%[12.5 µM]
O=C(N1CCC2(CCNCC2)CC1)C1(S(=O)(=O)c2ccccc2)CC1 | 5%
CCCCCCN(CCC(=O)NC(C)C)C(=O)c1ccoc1 | 44%[activator]
CC(C)C(NC(=O)C1CCN(C(=O)C2CCC2)CC1)c1nc(C2CC2)no1 (stereo unspecified) | -15%
CCn1nccc1C(=O)N1CCCC(C(=O)NCc2ccccc2)CCNC(=O)CC1 (stereo unspecified) | -10%
CN(C)C[C@@H]1CN(Cc2ccccc2)C[C@H]1NC(=O)c1cn[nH]c1 | 73%[activator]
O=C(CC[C@@H]1CNC(=O)[C@@H]2C[C@H](NCc3ccc(OC(F)(F)F)cc3)CN12)Nc1ccccc1 | ?
O=C1NC2(CCN(Cc3ccc(F)cc3)C2)Oc2ccccc21 (stereo unspecified) | ?
COc1ccc(C(=O)N[C@@H]2CCC[C@@H]2C(=O)NCc2cccnc2)cn1 | 4%
COc1ccc(O)c(O)c1/C=C1\[C@@H](C)CCC2C(C)(C)CCC[C@]12C (stereo partly specified) | 2.2µM*
CC(=O)Nc1ccccc1-c1c(C)nn2c1N(C(=O)Cc1ccc(Cl)cc1)CCC2 | 4%[176 µM]
O=C(CC1CCOCC1)NCc1ccc(N2CCOCC2)cc1 | 24%
CC(=O)N(C1CC1)C1CCOC2(CCN(C(=O)c3nccc4ccccc34)CC2)C1 (stereo unspecified) | -12%
COCc1cc(C[C@@H]2C[C@H](NC(=O)c3ccnc(Cl)c3)C2(C)C)no1 | -14%[176 µM]

Next section.
SMILES | ALOX12 inh
CC(=O)Nc1ccc(S(=O)(=O)N[C@H]2C[C@@H](c3nc(-c4ccccc4)no3)N(C)C2)cc1 | 29%
Cc1cc(C)c(CNC(=O)c2nc(-c3cccc(O)c3)cc3[nH]ccc23)c(=O)[nH]1 | ?
CC(O)c1cc2n(n1)CCN(C1CCN(C(=O)c3cnccn3)CC1)C2 (stereo unspecified) | 32%
COc1ccc(NC(=O)Cc2ccc(N(Cc3cccc(F)c3)C(=O)c3ccco3)cc2)cc1 | -5%
COCCc1nc(-c2cnc(C3CC3)nc2)n(-c2ccc(F)cc2F)n1 | 63%[activator]
COc1ccc(-c2nnc([C@H]3CCN(S(=O)(=O)Cc4ccccc4)C3)o2)cc1 | 30%[176 µM]
O=C(NCc1nnc2cc(-c3nc(C4CC4)no3)ccn12)c1ccc(F)c(F)c1 | -12%
CCC(=O)N1C[C@@H](Oc2ccccc2)C[C@@H]1C(=O)N1CCOCC1 | 18%
CNC(=O)[C@@H]1CN(C(=O)CCc2cc(OC)no2)C[C@H]1c1nc(C)no1 | 29%
O=C1NC(=NC2CCCCC2)C2(CCN(CC3CCCCC3)C2)N1c1cccnc1 (stereo unspecified) | 7%[6.33 µM]
CCCCCCCCN1C(=O)[C@@H](CC(=O)N2CCOCC2)C[C@@]2(C(=O)OC)C1=C[C@H](C(C)(C)C)O[C@@H]2C | -8%
Cc1cnc(C(=O)N2CC[C@H](CO)[C@H](NC(=O)C3CC3)C2)cn1 | 23%
O=C1COc2ccc(-c3ccncc3)nc2CN1Cc1ccccc1F | 15%[176 µM]
Cc1cc(C(=O)N[C@@H]2CN(c3ncccn3)C[C@H]2CO)c(C)o1 | -2%
CS(=O)(=O)c1ccc(CN[C@@H]2CO[C@H](CNC(=O)c3ccc(F)cc3)[C@H]2O)cc1 | -17%[176 µM]
O=C1NC[C@H]2CN(Cc3cccc(OC(F)(F)F)c3)CCN12 | 20%[176 µM]
O=C(NC1CCCCC1)N1CCCC(Cn2cnc3cccnc32)C1 (stereo unspecified) | 36%[activator]
CC(=O)N1C[C@@H]2CCCN3CCC[C@@H]([C@H]23)[C@H]1CCCC(=O)NCCCN1CCOCC1 | 54%[activator]
Cc1ccc(C2=NC3(CCN(C(=O)COc4ccc(Cl)cc4)CC3)ON2)cc1 | 4%
O=C(c1cccc(Cl)c1)N1C[C@@H](CO)[C@H](c2ccccn2)C1 | 35%[activator]
CN1CCN(Cc2ccc(-c3ccc(C(C)(C)C#N)cc3)nc2)CC1 | 20µM*
Cc1ccc(C(=O)N2CCC(c3nc(-c4ccccc4)no3)C2)s1 (stereo unspecified) | -1%
NCC1CCCN(Cc2ccc(-c3nc(-c4cccnc4)cc(=O)[nH]3)cc2)C1 (stereo unspecified) | ?
COc1ccc(C(=O)N2CCCC3(C2)Nc2cccnc2NC3=NC2CCCC2)cc1F (stereo unspecified) | 54%[activator]
O=C(CN1CCOCC1)N1CC(F)(F)C[C@H]1c1nc(C2CC2)no1 | 30%
O=C(OCc1ccccc1)N1CCCC2(C1)C(=NC1CCCCC1)NC(=O)N2c1cccnc1 (stereo unspecified) | 76%[activator]
CC1(c2ccccc2)N(Cc2ccccc2)C(=O)OC12CCN(Cc1cccc(C#N)c1)CC2 (stereo unspecified) | 12%
CC(C(=O)NC1CC1)[C@@H]1CC[C@@]2(C)CC[C@H](NC(=O)CC(C)(C)C)[C@@H](C)[C@@H]2[C@H]1O (stereo partly specified) | 30%[activator][176 µM]
Cc1ccc(-c2noc([C@@H]3C[C@@H](O)CN3Cc3cccc(OC(F)(F)F)c3)n2)cc1F | ?
O=C(CC1CCCCC1)NCC(=O)N1CCCCCCNC(=O)CC1c1ccccc1 (stereo unspecified) | 14%

Structures listed above shown as hits in ALOX12 inh.
SMILES | ALOX12 inh
COc1ccc(O)c(O)c1/C=C1\[C@@H](C)CCC2C(C)(C)CCC[C@]12C (stereo partly specified) | 2.2µM*
CN1CCN(Cc2ccc(-c3ccc(C(C)(C)C#N)cc3)nc2)CC1 | 20µM*

Gathered by group, the entries above with a tert-butyl group (two)
SMILES | ALOX12 inh
CCCCCCCCN1C(=O)[C@@H](CC(=O)N2CCOCC2)C[C@@]2(C(=O)OC)C1=C[C@H](C(C)(C)C)O[C@@H]2C | -8%
CC(C(=O)NC1CC1)[C@@H]1CC[C@@]2(C)CC[C@H](NC(=O)CC(C)(C)C)[C@@H](C)[C@@H]2[C@H]1O (stereo partly specified) | 30%[activator][176 µM]

Next section.
SMILES | ALOX12 inh
Cc1c(CC(=O)NCc2ccon2)c2c(n1Cc1ccccc1F)CCCC2=O | 0%
O=C(CCC[C@@H]1[C@H]2CCCN3CCC[C@@H](CN1C(=O)c1cc(F)ccc1F)[C@@H]23)N1CCOCC1 | 33%
COc1ccc(Cl)cc1C(=O)NCc1nnc2cc(-c3nc(C)no3)ccn12 | 12%
OC1CCN(c2cc(C3CC(Nc4ncnc5sccc45)C3)ncn2)C1 (stereo unspecified) | -10%
CC(C)=CC(=O)N1C[C@@H](NC(=O)Nc2ccc(F)cc2F)C[C@H]1C(=O)N[C@H](Cc1ccccc1)C(N)=O | 7%
NC(=O)c1ncn([C@@H]2O[C@H](C(=O)N[C@H](Cc3c[nH]c4ccccc34)C(=O)N3CCN(C(=O)N4CCCCC4)CC3)[C@@H](O)[C@H]2O)n1 | -2%
CN(C)C(=O)c1ccc(-c2ncc3c(n2)OCCN(Cc2ccccc2)C3=O)cc1 | -1%[176 µM]
Cc1ncccc1C(=O)N1CCC2(CC1)NCCc1c2[nH]c2ccccc12 | 13%
CN1CCCC1c1nc(C2CNC2)no1 (stereo unspecified) | 39%
CC(C)CCN(C1CCOCC1)C1CCN(C(=O)c2ccncc2)CC1 | 84%[activator]
Cc1ccc(C2c3c(n[nH]c3C(C)C)C(=O)N2c2ccccc2)cc1 (stereo unspecified) | ?
COC(=O)[C@H](NC(=O)[C@@H]1C[C@H](NC(=O)Nc2ccc(F)cc2F)CN1C(=O)CSC)C(C)C | -10%
CC1=C[C@@H](CNS(C)(=O)=O)[C@H](C(C)C)C[C@H]1Cc1nc2ccc(F)cc2[nH]1 | 22%[176 µM]
Cc1nn(C)c(C)c1S(=O)(=O)NCCc1ncc(C)n1Cc1ccc(F)cc1 | 30%[activator]
Cc1cccc(OCCc2noc(C3CCCCN3C(=O)NC(C)C)n2)c1 (stereo unspecified) | 62%[activator]
Cc1ccc(NC(=O)N[C@H]2C[C@@](O)(C(=O)N[C@H](Cc3ccccc3)C(N)=O)C[C@@H](O)[C@@H]2O)cc1 | 1%
Cc1cc(C)n(CCC(=O)N2CCc3c(c(C(=O)N4CCOCC4)nn3CCc3ccccc3)C2)n1 | -2%
CN(CCc1ccccn1)C(=O)c1ccc(N2CC3CC(C2)[C@H]2CCCC(=O)N2C3)nc1 (stereo partly specified) | 39%[activator]
COc1cccc(C(=O)NCCn2ccn3nc(-c4ccc(C)c(C)c4)cc3c2=O)c1 | 0%
O=C(Cn1ccn2nc3c(c2c1=O)CCCC3)N1CCc2ccccc21 | -13%
CO[C@@H]1COCC[C@H]1NC(=O)CCCn1nnc(-c2ccc(F)cc2)n1 | 60%[activator]
COCCN1CCN(C[C@@H]2C=C(C)[C@H](Cc3nnc(-c4cccnc4)o3)C[C@H]2C(C)C)CC1 | -36%
CCc1nc2c(c(-c3ccc(Cl)cc3)n1)CCN(CC1CC1)CC2 | 42%[activator][176 µM]
COc1ccc(CN2CCNc3cnc(Nc4ccccc4)cc3C2)cn1 | 2%[176 µM]
CCc1cccc2c(C(CC(=O)NC(C)C(C)C)c3ccc(OC)c(OC)c3)c[nH]c12 (stereo unspecified) | -12%
O=C(NCc1ccc(F)cc1)C1(CCO)CCN(c2ncccn2)C1 (stereo unspecified) | 28%
Cc1ccc(C(=O)N2CCC3(CC2)CC(OCC2CC2)CCO3)cn1 (stereo unspecified) | 5%
CC(C)[C@H]1CN(CCS(C)(=O)=O)C[C@@H]1NC(=O)c1ccco1 | 53%[activator]
O=C(NC1CCCC1)N1CCCC(c2nn[nH]n2)C1 (stereo unspecified) | 14%
O=C(Nc1ccccc1)N[C@H]1[C@H](O)[C@@H](N2CCC(Cc3ccccc3)CC2)[C@@H]2OC[C@H]1O2 | -15%

Look-ups from the results shown.
ALOX12 inh result of Cc1ccc(NC(=O)N[C@H]2C[C@@](O)(C(=O)N[C@H](Cc3ccccc3)C(N)=O)C[C@@H](O)[C@@H]2O)cc1 = 1%
ALOX12 inh result of COCCN1CCN(C[C@@H]2C=C(C)[C@H](Cc3nnc(-c4cccnc4)o3)C[C@H]2C(C)C)CC1 = -36%
ALOX12 inh result of O=C(Cn1ccn2nc3c(c2c1=O)CCCC3)N1CCc2ccccc21 = -13%
ALOX12 inh result of O=C(Nc1ccccc1)N[C@H]1[C@H](O)[C@@H](N2CCC(Cc3ccccc3)CC2)[C@@H]2OC[C@H]1O2 = -15%

The main list resumes with the 2 entries that preceded the break.
SMILES | ALOX12 inh
O=C(NC1CCCC1)N1CCCC(c2nn[nH]n2)C1 (stereo unspecified) | 14%
O=C(Nc1ccccc1)N[C@H]1[C@H](O)[C@@H](N2CCC(Cc3ccccc3)CC2)[C@@H]2OC[C@H]1O2 | -15%
O=C(CCc1c[nH]c2ccccc12)NC1CCN(C(=O)N2CC3CC(C2)[C@H]2CCCC(=O)N2C3)CC1 (stereo partly specified) | 13%
NC(=O)c1cc[nH]c1C1CCCN(C(=O)COc2ccc(Cl)cc2)C1 (stereo unspecified) | 22%
COc1cccc(CN2CCC3(C2)NC(=O)c2ccccc2O3)c1 (stereo unspecified) | -8%[176 µM]
CN1CCN(C(=O)CCC[C@@H]2[C@H]3CCCN4CCC[C@@H](CN2Cc2ccccc2)[C@@H]34)CC1 | 66%[activator]
Cc1ccc(-c2ccc3nnc(CNC(=O)C4CCCCC4)n3n2)cc1 | 44%[activator]
C[C@@H]1CC=CC=CC=CC=C[C@@H](O[C@@H]2O[C@H](C)[C@@H](O)[C@H](N)[C@H]2O)C[C@@H]2O[C@](O)(C[C@@H](O)C[C@@H]3O[C@@H]3C=CC(=O)O1)C[C@H](O)[C@@H]2C(=O)O | ?
COc1ccccc1CCC(=O)N1CCC2(CC1)N=C(c1cccc(Br)c1)NO2 | 12%
Cc1cn(C[C@H](NC(=O)c2cccc(F)c2)C(=O)O)c(=O)[nH]c1=O | -3%[176 µM]
COCCNC(=O)Cc1c[nH]c2ncc(-c3cccnc3)cc12 | -19%[176 µM]
CCCCOc1ccc(C(=O)Nc2ccc(F)cc2F)cc1 | 0%[57.4 µM]
Cc1[nH]c(=O)[nH]c(=O)c1CCSSCCc1c(C)[nH]c(=O)[nH]c1=O | -16%
COc1ccc(-c2nc(-c3nnn4c3COC(c3ccc(Cl)cc3)C4)no2)cc1F (stereo unspecified) | 1%

The list is partial. The share of hits here may be higher or lower than overall.
